Anesthetic bind = binds horse apoferritin like a general anesthetic. P02791. apoferritin/1-aminoanthracene competitive binding, fluorescence. Potency, µM (titrated, usually from 77.5 µM), without a hit: top-dose activity change, negative = displacement, most hits filed as inhibitors. actives 0.074% (n = 350,000). AID 485281; note: % is set by controls: 0 for no effect and ±100 for the full control effect; nearly all actives have a fitted effect of over 20% in size
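Horse-spleen apoferritin (10 uM) in 50% saturated 1-aminoanthracene in PBS was incubated 10 min at room temperature with compound. Fluorescence (ex 380, em 535 nm) was normalized to free and bound 1-AMA, with concentration-response fitted by a four-parameter Hill equation.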
Pol eta inh = inhibitors of human DNA polymerase eta; Q9Y253; recombinant Pol eta, fluorescent DNA replication assay; Potency, µM (top dose mostly 114 µM), for the others: top-dose activity change, negative = inhibition, most hits filed as inhibitors; actives 1.2% (n = 390,000); note: % is set by controls: 0 for no effect and ±100 for the full control effect
Target sequence (Q9Y253 whole entry, looked up): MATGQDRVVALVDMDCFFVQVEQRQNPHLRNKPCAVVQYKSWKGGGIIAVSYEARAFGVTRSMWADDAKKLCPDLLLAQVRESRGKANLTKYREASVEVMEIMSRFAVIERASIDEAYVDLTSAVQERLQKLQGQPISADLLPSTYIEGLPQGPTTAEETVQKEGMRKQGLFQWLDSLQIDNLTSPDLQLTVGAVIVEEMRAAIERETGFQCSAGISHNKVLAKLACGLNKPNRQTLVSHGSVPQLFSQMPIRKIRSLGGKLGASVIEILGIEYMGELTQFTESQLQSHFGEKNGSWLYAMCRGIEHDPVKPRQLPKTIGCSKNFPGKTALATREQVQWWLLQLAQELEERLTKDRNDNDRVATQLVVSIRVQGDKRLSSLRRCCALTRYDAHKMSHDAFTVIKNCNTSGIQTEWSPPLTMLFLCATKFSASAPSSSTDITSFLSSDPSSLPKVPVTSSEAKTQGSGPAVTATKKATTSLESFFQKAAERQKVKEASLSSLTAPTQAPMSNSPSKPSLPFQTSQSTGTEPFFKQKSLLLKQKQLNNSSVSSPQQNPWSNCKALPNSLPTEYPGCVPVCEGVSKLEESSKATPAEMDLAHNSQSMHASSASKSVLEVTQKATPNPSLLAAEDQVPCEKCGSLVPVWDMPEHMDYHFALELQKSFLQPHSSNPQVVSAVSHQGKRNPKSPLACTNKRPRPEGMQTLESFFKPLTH
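Fluorescent replication assay: 50 nM final substrate added after a 15 min room-temperature compound preincubation with 10 nM enzyme. Signal taken at 0 min and again at 10 min.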
POLI inh = inhibitors of human DNA polymerase iota; Q9UNA4; Pol iota fluorescent replication assay, 10 min; Potency, µM (highest dose often 115 µM), for the others: at the top dose activity, negative = inhibition, hits mostly inhibitors; actives 1% (n = 390,000); AID 588590
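Fluorescent replication assay read twice, at 0 min and 10 min after adding 50 nM (final) substrate. Enzyme (10 nM) and compounds were first incubated 15 min at room temperature; enzyme-free buffer wells were negative controls.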
Pol beta inh = DNA polymerase beta (human) inhibition. P06746. Potency, µM (doses to about 114 µM), without a hit: top-dose activity change, negative = inhibition, most hits filed as inhibitors. AID 485314. actives 1.3% (n = 340,000). Pol beta primer extension/strand displacement, fluorescence kinetic; note: % is set by controls: 0 for no effect and ±100 for the full control effect
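Pol beta (10 nM) was preincubated with compound for 15 min at room temperature. The reaction was then started with 50 nM substrate and read immediately and after a further 10 min at room temperature.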
G9a block = G9a (human) methyltransferase inhibition. G9a H3K9 monomethylation, AlphaScreen, 2 h. Potency, µM (top dose mostly 102 µM), without a hit: at the top dose activity, negative = inhibition, actives largely listed as inhibitors. actives 8.8% (n = 350,000). AID 504332; note: % is set by controls: 0 for no effect and ±100 for the full control effect; nearly all actives have a fitted effect of over 75% in size
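Readings reflect AlphaScreen signal from monomethyl-H3K9 antibody detection. HMT at 20 nM; substrate b-H3K9 500 nM; cofactor SAM 20 uM; 2 h RT reaction; compounds tested as titrations in qHTS with 15 min preincubation.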
POLK inh = inhibitors of human DNA polymerase kappa | Potency, µM (top dose mostly 107 µM), without a hit: at the highest dose activity, negative = inhibition, actives largely listed as inhibitors | actives 0.53% (n = 400,000) | purified Pol kappa, fluorescent DNA synthesis assay, 10 min | Q9UBT6 | AID 588579; note: % is set by controls: 0 for no effect and ±100 for the full control effect
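First, compounds were pin-transferred onto 10 nM Pol kappa. After 15 min at room temperature, substrate was added to 50 nM final. Fluorescence was then measured kinetically at 0 and 10 min.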
BAZ2B inh = inhibitors of human BAZ2B bromodomain; Q9UIF8; AlphaScreen BAZ2B-H3K14Ac peptide displacement; Potency, µM (doses to about 114 µM), for the others: at the top dose activity change, negative = inhibition, most hits filed as inhibitors; actives 4.4% (n = 360,000); AID 504333; note: % is set by controls: 0 for no effect and ±100 for the full control effect; nearly all actives have a fitted effect of over 60% in size
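BAZ2B (50 nM) with biotin-H3(5-23)K14Ac peptide (50 nM) in PBS pH 7.4, 0.01% Tween-20, preformed 30 min, then compound 30 min at room temperature; top concentration 110uM. AlphaScreen streptavidin donor/nickel chelate acceptor beads (10 ug/mL final), 20 min dark, signal read.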
APEX1 inh = blocks human APE1 abasic DNA cleavage; Potency, µM (titrated, usually from 65.8 µM), for inactives: at the top dose activity change, negative = inhibition, most hits filed as inhibitors; recombinant APE1, TAMRA/BHQ-2 abasic DNA cleavage fluorescence; P27695; actives 0.35% (n = 350,000);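 note: plate controls were vehicle for no effect and reference inhibitor for full effect; nearly all actives have a fitted effect of over 55% in size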
Target sequence (P27695 whole entry, looked up): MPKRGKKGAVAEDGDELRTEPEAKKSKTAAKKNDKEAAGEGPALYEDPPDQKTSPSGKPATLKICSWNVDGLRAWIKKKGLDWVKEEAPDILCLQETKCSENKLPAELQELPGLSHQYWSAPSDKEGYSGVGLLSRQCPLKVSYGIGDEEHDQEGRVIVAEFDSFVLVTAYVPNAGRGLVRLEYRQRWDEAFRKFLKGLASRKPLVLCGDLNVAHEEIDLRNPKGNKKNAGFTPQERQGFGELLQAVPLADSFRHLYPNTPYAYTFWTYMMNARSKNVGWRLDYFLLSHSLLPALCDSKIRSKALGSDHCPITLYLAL
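APE1 at 0.75 nM preincubated 15 min at room temperature with compound. Reaction then started with 50 nM double-stranded THF-abasic substrate labelled with TAMRA/BHQ-2, and 525/598 nm fluorescence read kinetically. Activity taken as third-minus-first read difference, normalized to DMSO and NSC13755 controls.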
BLM helicase inh = inhibitors of human Bloom syndrome helicase BLM. P54132. actives 0.2% (n = 350,000). recombinant BLM DNA unwinding, fluorescence dequenching. Potency, µM (highest dose often 56.1 µM), for inactives: at the highest dose activity change, negative = inhibition, actives largely listed as inhibitors;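 note: plate controls were vehicle for no effect and no enzyme for full effect; nearly all actives have a fitted effect of over 35% in size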
Starred values were filed as active, the others as inactive; ? = inconclusive; / = not tested or not shown; [ ] = dose if it differs, or a comment. Calls come from the whole dose curve; as a rule, active = well fitted curve in the direction sought with a large enough effect; inconclusive = small, poorly fitted or top-dose-only effect, or another doubt; inactive = no such curve, though single readings can be large; an effect the other way counts as inactive or inconclusive. Potency is the fitted concentration of half-maximal effect. Only part of the results is shown; rates above refer to the full screens.

SMILES | Anesthetic bind | Pol eta inh | POLI inh | Pol beta inh | G9a block | POLK inh | BAZ2B inh | APEX1 inh | BLM helicase inh
COc1cccc(OC(C)c2ccnc3nc(/N=C/N(C)C)nn23)c1 (stereo unspecified) | -4% | -10% | ? | 6% | -1% | -23% | -27% | 0% | -2%
CCOc1ccccc1Nc1cc(-c2ccccc2)nc(C)n1 | -2% | -17% | 39%[activator] | -2% | 33%[59 µM] | 3% | 74%[activator] | / | -10%
Cc1ccc2c(c1)N(CC(=O)N1CCN(c3ccccc3)CC1)C(=O)C(C)O2 (stereo unspecified) | 6% | -5% | 65%[activator] | 3% | 5% | 4% | -3% | 24% | -1%
CCOC(=O)COc1ccc(S(=O)(=O)N2CCN(C(=O)OCC)CC2)cc1 | -4% | 5% | -9% | 6% | -10%[59 µM] | 11% | 4% | -1% | -1%
CCOc1ccc2[nH]c(=O)c(CN(Cc3nnnn3Cc3ccco3)C3CCCCC3)cc2c1 | ? | 1% | 6% | 20µM* | ? | -13% | 45µM* | -2% | ?
Cc1ccccc1-c1nc(NC2CCNCC2)c2ccccc2n1 | -9% | / | / | / | / | -1%[60.1 µM] | / | 2% | -2%
O=S(=O)(Cc1cc(Cl)nc(-c2cccnc2)n1)c1ccccc1 | -9% | -11% | -9% | -21% | 6% | -3% | 11% | 49%[activator] | -4%
COc1ccc(-c2nn(C)c(=O)c3ccccc23)cc1NC(=O)Cn1nc(C)c2ccccc2c1=O | -13% | -14% | 28% | 1% | 25%[59 µM] | -3%[60.1 µM] | -3% | 1% | 5%
CC(=O)N1CCSc2ccc(S(=O)(=O)NCCc3cccc(C)c3)cc21 | -12% | -14% | 9% | -16% | -7% | 5% | -25% | 5% | -2%
O=C(COC(=O)CCNS(=O)(=O)c1ccc2c(c1)OCCO2)NC1CCCc2ccccc21 (stereo unspecified) | 7% | -14% | ? | 1% | 14% | -8% | 7% | -5% | 2%
CCCCC(=O)NC(=S)NNS(=O)(=O)c1ccccc1 | -11% | -16% | -6% | 15% | ? | -11% | -1% | 3% | 3%
CCOC(=O)c1ccc(Nc2cc(C)nc(N3CCOCC3)n2)cc1 | -13% | -12% | 17% | 0% | -3%[12.7 µM] | 0% | -8% | -2% | -5%
O=C(CCN1C(=O)/C(=C/c2ccc(F)cc2)SC1=S)NC1C=CS(=O)(=O)C1 (stereo unspecified) | -1% | -14% | 16% | -1% | 14% | -4% | -2% | 51%[activator] | -2%
COc1ccc(CCC(=O)NCc2nc3cccnc3n2Cc2ccc(C)cc2)cc1 | -4% | / | 14% | 1% | 11%[59 µM] | -14%[60.1 µM] | -2% | / | 2%
CC(C)CN(CCOc1cccc(N2C(=O)C3=C(CCCC3)C2=O)c1)CC(C)C | -8% | -12% | 25% | 10% | 8%[59 µM] | 0% | 6% | 17% | -6%
CS(=O)(=O)CCC(C(=O)Nc1cccc(C(F)(F)F)c1)N1Cc2ccccc2C1=O (stereo unspecified) | -7% | -15% | 8% | -14% | -3%[59 µM] | -17% | 3% | / | -2%
O=C(COC(=O)c1ccccn1)Nc1cccc(Cl)c1Cl | ? | 0% | 10% | 4% | 50µM* | -10% | ? | 1% | -1%
Cc1ccc(S(=O)(=O)N2CCN(CC(=O)N/N=C\c3ccc(O)c(O)c3)CC2)cc1 | -13% | -15% | ? | 1% | 40µM* | -11% | -24% | -6% | -3%
COc1cc(C(=O)OCC(=O)NCC2CCCCC2)ccc1OCC(C)C | / | -15% | 17% | / | -26% | -3% | 1% | 17% | /
N#CC1=C(N)N(c2ccc(Cl)cc2)C2=C(C(=O)CCC2)C1c1cc(CN2CCOCC2)cs1 (stereo unspecified) | 1% | -11% | ? | 37% | -19%[59 µM] | -8% | ? | / | 2%

3 entries already listed, sorted by the number in BAZ2B inh, lowest first:
compound	BAZ2B inh
Cc1ccc2c(c1)N(CC(=O)N1CCN(c3ccccc3)CC1)C(=O)C(C)O2 (stereo unspecified)	-3%
CCCCC(=O)NC(=S)NNS(=O)(=O)c1ccccc1	-1%
CS(=O)(=O)CCC(C(=O)Nc1cccc(C(F)(F)F)c1)N1Cc2ccccc2C1=O (stereo unspecified)	3%

Back to the main list with the three entries that preceded the break.
SMILES | Anesthetic bind | Pol eta inh | POLI inh | Pol beta inh | G9a block | POLK inh | BAZ2B inh | APEX1 inh | BLM helicase inh
Cc1ccc(S(=O)(=O)N2CCN(CC(=O)N/N=C\c3ccc(O)c(O)c3)CC2)cc1 | -13% | -15% | ? | 1% | 40µM* | -11% | -24% | -6% | -3%
COc1cc(C(=O)OCC(=O)NCC2CCCCC2)ccc1OCC(C)C | / | -15% | 17% | / | -26% | -3% | 1% | 17% | /
N#CC1=C(N)N(c2ccc(Cl)cc2)C2=C(C(=O)CCC2)C1c1cc(CN2CCOCC2)cs1 (stereo unspecified) | 1% | -11% | ? | 37% | -19%[59 µM] | -8% | ? | / | 2%
O=[N+]([O-])c1cccc(-c2ccc(/C=N/NC(=S)Nc3ccccc3)o2)c1 | -20% | -14% | -6% | 11% | 1% | 2% | 3%[57.1 µM] | -4% | -2%
CC(=O)c1cccc(NC(=O)c2ccc(C)c(S(=O)(=O)N3CCOCC3)c2)c1 | -9% | -11% | 50%[activator] | ? | 10% | 2% | 1% | 23% | -5%
O=C1CCc2cc(S(=O)(=O)Nc3cccc(F)c3)cc3c2N1CC3 | / | 2% | ? | / | 4%[2.33 µM] | -10% | 4% | -9% | /
Fc1ccc(NC(=S)NC2CC3CCCC(C2)N3Cc2cccs2)cc1 (stereo unspecified) | -17% | -1% | 85%[activator] | 9% | 5% | 1% | -26% | -2% | -2%
CN(C)CCCNC(=O)/C(=C\c1ccc(-c2cccc([N+](=O)[O-])c2)o1)NC(=O)c1ccccc1 | -13% | -13% | 5% | -28% | 50µM* | -7% | -39% | -3% | 33%[activator]
O=C(COC(=O)CCCNC(=O)c1ccc(Cl)cc1)NC1CC1 | -1% | 8% | 14% | 18% | -3%[59 µM] | -8% | 16% | -1% | 3%
Nc1nc(SCC(=O)Nc2ncc(C(F)(F)F)cc2Cl)n[nH]1 | -9% | -13% | 30% | 12% | -33% | 2% | -32% | 8% | -4%
COc1ccc(Nc2oc(-c3ccc(COc4ccccc4)o3)nc2C#N)cc1 | 136%[activator] | -20% | 9% | 14% | 1%[59 µM] | 8% | ? | / | 0%
Cc1ccc(N(CC(=O)NC2CCCCC2)C(=O)CNC(=O)c2ccco2)c(C)c1 | 4% | -13% | 13% | ? | 6% | -6% | 0% | 31% | 1%
COc1ccccc1C(=O)Nn1cnc2ccccc2c1=O | -7% | 4% | 39%[activator] | 34%[activator] | 5%[0.501 µM] | 3% | 3% | -2% | -2%
O=C(Nc1cccc(S(=O)(=O)NC2=NCCC2)c1)c1cc(Cl)ccc1[N+](=O)[O-] | / | -4% | 26% | / | 50µM* | 7% | -31% | -16% | /
O=C1CC(c2c[nH]c3ccccc23)C(=O)N1c1ccccc1 (stereo unspecified) | ? | -14% | 17% | 5% | 20%[59 µM] | -4% | 9% | 3% | 3%
Cc1cccn2c(=O)nc(SCC(=O)NC3CCCCC3)nc12 | / | -25% | 23% | / | 19%[2.33 µM] | 13% | 6% | 2% | /
COCCCNC(=O)c1nc2ccccc2c(=O)n1NC(=O)Nc1c(Cl)cccc1Cl | -2% | 2% | 122%[activator] | 7% | 24% | -6% | ? | 52%[activator] | -2%
Cc1cc(C)c(NC(=O)Cn2c(=O)n(-c3cccc(C(F)(F)F)c3)c(=O)c3c(C)c(C)sc32)c(C)c1 | 5% | / | -4% | -12% | -26%[59 µM] | -13% | 2% | / | -1%
CN(CC(=O)NC1CC1)S(=O)(=O)c1cc(Cl)ccc1Cl | -1% | -7% | 29% | -2% | / | -5% | -1% | -16% | 3%
CCOc1ccc(C(=O)CCC(=O)NC(C)C(=O)OC)cc1 (stereo unspecified) | -5% | -5% | 16% | 9% | 3% | 5% | -14% | -7% | -1%
O=C(NCCc1ccc(F)cc1)c1cccc2c1C(=O)c1ccc(N3CCC(Cc4ccccc4)CC3)cc1S2(=O)=O | / | -15% | 36%[activator] | / | / | 7% | / | -11% | /
CC(C)(C)C1CCC(=NNS(=O)(=O)c2ccc(Br)cc2)CC1 (stereo unspecified) | 5% | -15% | 7% | 39% | 7.9µM* | 0% | 9% | 0% | 1%
CCN(CC)S(=O)(=O)c1cc([N+](=O)[O-])ccc1N=Nc1c(O)[nH]c2ccccc12 | 7% | -16% | 22% | 39% | 7%[59 µM] | -14% | 8% | -10% | -2%
NS(=O)(=O)c1cccc(NC(=O)CCc2ccc(S(=O)(=O)N3CCOCC3)cc2)c1 | / | -20% | -13% | / | ? | -11% | 5% | 13% | /
COc1ccc(C(=O)COC(=O)COc2cc(C)cc(C)c2)cc1 | ? | -19% | 0% | 16% | 113%[activator] | -18% | 22% | 9% | -1%
CC(C)NC(=O)COC(=O)c1cc(Br)ccc1Cl | -6% | -1% | 19% | -16% | 0%[59 µM] | -8% | -6% | -2% | -11%
CCCCCCC(=O)Nc1ccc(Br)cn1 | -16% | 26% | 29% | -1% | 39%[activator] | -4% | -5% | 8% | -2%

A draw from above in order of formula weight, smallest number first.
SMILES | Anesthetic bind | Pol eta inh | POLI inh | Pol beta inh | G9a block | POLK inh | BAZ2B inh | APEX1 inh | BLM helicase inh
COc1ccc(C(=O)COC(=O)COc2cc(C)cc(C)c2)cc1 | ? | -19% | 0% | 16% | 113%[activator] | -18% | 22% | 9% | -1%
CC(C)NC(=O)COC(=O)c1cc(Br)ccc1Cl | -6% | -1% | 19% | -16% | 0%[59 µM] | -8% | -6% | -2% | -11%
CCN(CC)S(=O)(=O)c1cc([N+](=O)[O-])ccc1N=Nc1c(O)[nH]c2ccccc12 | 7% | -16% | 22% | 39% | 7%[59 µM] | -14% | 8% | -10% | -2%
